DAX1 inh-1: blocks DAX1 repression of SF-1 activated StAR promoter; HEK293T StAR-luciferase reporter, SF-1/DAX-1 repression relief; hit rate 1.1% among 370,000; AID 652010; inhibition, % at 6.8 µM;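 active means inhibition above the mean over all tested compounds plus 3 SD, cut at about 3.6% in these data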;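 further: 0% = DAX-1 cells with DMSO and 100% = cells lacking DAX-1 with DMSO; higher inhibition means more luminescence from relief of DAX-1 repression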
hgDAF12 agonist: activates the H. glycines DAF-12 receptor ligand-binding domain. AID 687014. activation, % at 6.8 µM. HEK293 GAL4-hgDAF12 UAS-luciferase reporter, agonist luminescence; normalized to butyrate control. hit rate 1.8% among 370,000;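 active means activation above a cutoff set at the mean of all screened compounds plus 3 SD, cut at about 10% in these data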;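 further: 0% = DMSO wells and 100% = sodium butyrate wells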
SMARCA2 act: increases SMARCA2 function in MMTV reporter cells. activation, % at 9.1 µM. MG213 cells, MMTV-luciferase reporter, dexamethasone, overnight. hit rate 1% among 370,000; in the data active means activation above about 7.8%;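 further: 0% = vehicle wells and 100% = reference activator wells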
hcDAF-12 act: activators of H. contortus DAF-12 nuclear receptor | HEK293 hcDAF-12 lit1-tk-luc reporter, luminescence; 0% DMSO, 100% Δ7-dafachronic acid | activation, % at 6.8 µM | hit rate 1.4% among 370,000;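 active means activation above the mean of all tested compounds plus 3 SD, cut at about 5.5% in these data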;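 further: 100% = response to 3 µM Δ7-dafachronic acid high control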
GAA850 FXN act: frataxin GAA850 promoter activation. HEK293 lucGAA850 FXN promoter luciferase reporter, 24 h; percent of 10 µM SAHA response. activation, % at 6 µM. hit rate 0.56% among 360,000. AID 540364;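 active means activation above the average of all compounds screened plus 3 SD, cutoff fixed separately per campaign, cut at about 7.5% in these data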;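 further: 0% = DMSO wells and 100% = 10 µM SAHA wells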
ssDAF12 agonist: activates DAF-12 receptor from parasite S. stercoralis | activation, % at 6.8 µM | hit rate 1% among 370,000 | HEK293 ssDAF-12/GRIP1 lit1-tk-luc reporter, luminescence; % of 3 µM dafachronic acid response | AID 652126;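 active means activation above the mean over all tested compounds plus 3 SD, cut at about 0.9% in these data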;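 further: 0% = DMSO-only wells and 100% = 3 µM delta7-dafachronic acid wells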
ADAM17 inh: inhibits human ADAM17; P78536; recombinant ADAM17, EDANS/DABCYL FRET peptide cleavage; inhibition, % at 6.95 µM; hit rate 0.83% among 370,000;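 active means inhibition above the mean of compounds lying between control limits plus 3 SD, set per campaign, cut at about 8.5% in these data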;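 further: 0% = DMSO-only wells as the low control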
PG9 Ab binder: small molecules binding HIV-1 gp120 antibody PG9; TR-FRET gp120-PG9 antibody binding; inhibition, % at 6.7 µM; hit rate 0.43% among 360,000; in the data active means inhibition above about 8.5%
DAX1 inh-2: inhibitors of human orphan nuclear receptor DAX1 (NR0B1). hit rate 0.99% among 340,000. inhibition, % at 6.75 µM. AID 504766. P51843. HEK293 Gal4-DAX1 luciferase reporter, luminescence;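 active means inhibition above the mean over all tested compounds plus 3 SD, cut at about 4.2% in these data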;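 further: 0% = DAX1-transfected cells with DMSO and 100% = empty-vector control cells with DMSO; inhibition shows as a rise in luminescence from relieved DAX1 repression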
Target sequence (P51843 207-470 limits assumed): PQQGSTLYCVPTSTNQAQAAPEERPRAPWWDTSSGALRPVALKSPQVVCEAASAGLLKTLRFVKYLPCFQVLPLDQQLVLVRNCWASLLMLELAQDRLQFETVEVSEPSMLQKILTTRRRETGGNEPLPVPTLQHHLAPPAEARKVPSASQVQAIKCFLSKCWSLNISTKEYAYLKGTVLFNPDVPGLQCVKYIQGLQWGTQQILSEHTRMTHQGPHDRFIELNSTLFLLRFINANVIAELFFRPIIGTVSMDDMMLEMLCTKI
NPR1 activator: GC-A (human) enzyme activation; P16066; HEK293 GC-A cells, cGMP TR-FRET, EC30 ANP; 0% at EC30 ANP, 100% saturating ANP; hit rate 0.14% among 370,000; AID 1671463; activation, % at 10 µM; in the data active means activation above about 40%
ADAM10 inh: ADAM10 inhibition, QFRET primary screen; inhibition, % at 7 µM; recombinant ADAM10, EDANS/DABCYL FRET peptide cleavage, 3 h; O14672; hit rate 0.62% among 370,000;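 active means inhibition above a per-campaign cutoff equal to the mean of compounds falling between control-based bounds plus 3 SD, cut at about 20% in these data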;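 further: 0% = DMSO wells while the 100% control is not disclosed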
Target sequence (O14672 214-748 limits assumed): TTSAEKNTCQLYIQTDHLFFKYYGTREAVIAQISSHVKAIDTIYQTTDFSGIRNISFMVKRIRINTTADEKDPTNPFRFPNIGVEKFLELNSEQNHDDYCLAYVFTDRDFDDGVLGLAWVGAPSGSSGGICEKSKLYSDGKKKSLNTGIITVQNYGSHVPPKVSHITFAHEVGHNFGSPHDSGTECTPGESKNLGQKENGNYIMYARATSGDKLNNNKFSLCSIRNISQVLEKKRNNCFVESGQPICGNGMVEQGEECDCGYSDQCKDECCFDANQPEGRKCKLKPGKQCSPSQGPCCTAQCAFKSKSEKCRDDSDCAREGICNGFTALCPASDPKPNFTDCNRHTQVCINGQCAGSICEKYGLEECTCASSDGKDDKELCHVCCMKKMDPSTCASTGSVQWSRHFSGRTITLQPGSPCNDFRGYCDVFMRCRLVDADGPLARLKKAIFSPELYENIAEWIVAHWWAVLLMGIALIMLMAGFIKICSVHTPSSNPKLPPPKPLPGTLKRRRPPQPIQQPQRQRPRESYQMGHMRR
The depositor's hits bear a star; i = inactive; x = no result given.

SMILES	DAX1 inh-1	hgDAF12 agonist	SMARCA2 act	hcDAF-12 act	GAA850 FXN act	ssDAF12 agonist	ADAM17 inh	PG9 Ab binder	DAX1 inh-2	NPR1 activator	ADAM10 inh
C/C(N)=C(/C#N)C(=O)CSc1nc2ccccc2c(=O)n1-c1ccc(C)c(Cl)c1	-0.3	4.1	-3	-0.7	0.6	-1.0	0	45*	0.4	3	-4
CCOC(=O)C1C(c2cccc(Cl)c2Cl)NC(=O)NC1(O)C(F)(F)F (stereo not given)	0.1	4.2	-2	0.3	-0.5	-1.5	-2	-1.2	-0.4	0	-1
Cn1nnnc1SCc1ccc(F)cc1	-0.4	-1.3	0	-0.8	4.3	-1.1	2	-0.5	-0.5	-3	3
C#CCNC(=O)C1=C[C@@H](c2ccc(C(F)(F)F)cc2)C[C@@H](OCCCCO)O1	-0.3	0.1	0	-1.6	-0.1	-1.4	-7	-0.8	2.4	0	-15
O=C(O)CSc1ccc2nnc(-c3cccnc3)n2n1	-0.1	2.3	-5	-1.0	-0.7	-0.2	-7	-0.1	0.2	6	-16
Cc1ccc(S(=O)(=O)N2CCN(C)CC2)c(C)c1N(C)S(=O)(=O)c1ccc(Cl)cc1	-1.7	-2.1	0	-0.3	1.4	-2.1	-1	-0.2	-1.4	-1	6
CCn1c(CC(=O)Nc2ccccc2)nnc1SCC(=O)NC1=NCCS1	0.1	-1.2	0	1.1	-2.5	-0.7	1	0.5	-0.9	0	5
Cc1ccc(C(=O)NCC2CCCO2)o1 (stereo not given)	-0.2	-2.2	-7	-1.2	0.1	-0.8	-8	0.3	1.5	0	-4
Cc1cc(C)n(-c2ccc(NC(=O)C3CCN(Cc4ccc(C)o4)CC3)cc2)n1	-2.1	-0.9	-3	0.7	-0.2	-1.1	-5	0.5	-0.2	0	-5
O=C(NN=C1CCCC1)c1cc(-c2ccccc2)n[nH]1	-0.4	1.8	0	-1.7	3.7	-1.3	1	-0.2	-1.0	0	8
O=C(/C=C/CCc1ccc2c(c1)OCO2)N1CCCCC1	0.5	5.6	3	-0.8	-2.0	-1.0	0	-1.4	2.6	0	-12
Cc1cc(C)n2c(SCC(=O)Nc3cccc(S(N)(=O)=O)c3)nnc2n1	-0.6	0.2	-1	2.3	0.8	-1.3	-3	-0.5	1.6	2	-14
CC(C)n1c(O)c(N=NC(=O)c2ccccc2NS(=O)(=O)c2cccs2)c2ccccc21	-0.5	-1.8	-1	-0.9	-1.1	-1.2	1	-0.5	-0.9	6	4
CCC(C)C(N)C(=O)NC(CCC(=O)OCc1ccccc1)C(N)=O (stereo not given)	1.6	-0.1	0	-0.9	-3.0	-0.9	-3	-1.3	-0.2	4	-2
Cc1ccc(NC(=O)CCC(=O)OCC(F)(F)C(F)F)cc1	-0.6	-2.1	-1	2.5	-2.2	-1.1	-2	1.1	-1.1	5	3
CC(c1ccccc1)N1C(=O)NC(NC(=O)c2cccnc2)(C(F)(F)F)C1=O (stereo not given)	0.4	1.7	-1	-1.4	-0.8	-1.3	-1	2.2	-0.3	-2	-3
CCOC(=O)[C@]12CCCC3=C1N(CCC3)C(=O)[C@@H](CC(=O)NCc1ccccc1)C2	-1.0	1.7	0	-0.7	x	-0.7	0	x	x	5	1
O=C1OCc2ccc(NC(=O)c3ccccc3C(=O)O)cc21	2.4	-0.4	-4	-1.4	2.5	-0.7	-17	-0.3	1.1	-1	-51
COC(=O)c1ccc2c(=O)n(CCCCCC(=O)NCCNC(C)=O)c(=O)[nH]c2c1	0.0	0.0	-3	-0.2	1.8	-1.9	-54	1.1	0.5	3	-165
COc1ccc(OCC(=O)Nc2c3c(nn2-c2ccccc2)CS(=O)(=O)C3)cc1	1.6	-1.8	-1	-1.6	0.9	-0.7	1	-1.4	-0.4	-3	-1
O=C(c1ccc([N+](=O)[O-])cc1)N1CCc2ccccc2C1	-0.2	-0.1	1	-0.5	0.5	-1.8	2	-1.5	-0.5	-1	6
O=Cc1cn(CC(=O)Nc2ccc3c(c2)OCO3)c2ccccc12	-2.1	-3.7	3	-4.3	-1.0	-1.6	-6	-0.2	-1.6	1	-9
CCOC(=O)c1ccc(-c2c(-c3ccccc3OC)sc3cc4c(cc23)OCO4)cc1F	-0.6	1.0	2	2.9	1.6	-0.5	-7	-0.3	1.4	0	-26
COCCNC(=O)c1cc(-c2ccccc2C)nn1CC1CC(c2cccnc2)=NO1 (stereo not given)	0.1	1.4	0	1.0	1.1	-1.5	-6	2.1	-0.7	0	-6
COc1ccccc1CNC(=O)CN1C(=O)c2ccccc2S1(=O)=O	0.3	1.2	-5	2.7	-0.9	-0.9	0	-1.6	4.5*	2	-7
O=C(Cc1ccc([N+](=O)[O-])cc1)N1CCN=C1SCc1ccccc1	-0.5	0.9	-1	-1.3	0.2	-1.0	-3	-1.8	-0.9	2	0
C=CCC1(C#N)C(=S)NC(C)=C(C(=O)OCC)C1c1ccccc1 (stereo not given)	0.1	-0.8	2	-1.3	0.9	-1.2	-1	-2.5	x	-9	6
CCOC(=O)c1cc(-c2cccc([N+](=O)[O-])c2)nc2[nH]c(=O)[nH]c(=O)c12	-0.1	-1.7	1	0.2	5.5	-0.7	1	-1.4	0.1	6	2
CCOC(=O)N1CCN(C(=O)CNC2CCCCCCC2)CC1	-0.4	-0.7	-1	-0.2	1.4	-0.6	-5	0.5	1.6	6	-4
O=C(O)c1ccc(CSc2nnc(-c3ccncc3)n2-c2ccc(Cl)cc2)cc1	0.5	-1.1	-3	-1.2	1.1	-1.0	-3	0.4	1.3	-1	-4
COc1cccc(C2CC(=O)Nc3c2c(=O)n(C)c(=O)n3C)c1OC (stereo not given)	-1.1	-1.4	-2	-0.1	2.6	0.1	-3	0.1	-0.2	1	-7
Cc1ccc(N2C(=O)C(Cl)=C(N3CCOCC3)C2=O)c(C)c1	-0.5	1.1	0	-1.4	-1.8	-1.0	2	0.5	-1.2	-6	8
O=C(CN1CCN(S(=O)(=O)c2cc(Cl)ccc2Cl)CC1)c1ccc(O)c(O)c1	1.4	1.1	-3	0.1	5.8	-1.2	1	-3.0	0.3	-4	15
CC(=O)C1=C(C)Nc2ncnn2C1c1ccc(Br)cc1 (stereo not given)	0.0	-1.6	0	-0.5	4.1	-0.1	-3	-1.3	-0.7	3	5
N#Cc1ccc(S(=O)(=O)NC2CCCCNC2=O)cc1 (stereo not given)	0.7	-2.5	-1	-0.2	0.6	-0.8	-3	0.8	1.3	2	-2
O=C(CSCCO)Nc1cc(C(F)(F)F)ccc1Cl	-0.4	-0.5	-6	-1.7	0.7	-1.2	-6	1.6	1.7	2	-2
Cc1cc(=O)[nH]c(SCC(=O)Nc2ccc3c(c2)OCCO3)n1	-0.5	-0.7	1	-1.1	1.8	-1.1	0	-5.4	0.1	2	0
CCc1ccccc1Nc1nc2ccccc2n1CC	-1.1	5.0	-7	-1.3	-2.3	-0.9	-6	-1.1	1.2	-6	-9
CCOCCOC(=O)c1[nH]c2c(c1C)C(=O)CC(c1ccccc1)C2 (stereo not given)	0.4	-1.6	2	0.1	1.5	-1.0	1	-1.3	-2.4	0	2
O=C(NCCc1ccccc1)C1CCN(S(=O)(=O)N2CCOCC2)CC1	-0.3	2.0	2	-0.6	-0.8	-0.4	-1	1.7	0.1	7	1
CSCC(C)N1CCC(n2nccc2NC(=O)c2ccccc2C)CC1 (stereo not given)	0.7	0.7	0	-0.1	-1.4	-1.1	-1	0.3	-0.1	-1	3
CC12CCC(C(=O)OC3CCCCC3)(OC1=O)C2(C)C (stereo not given)	0.2	-1.8	-1	0.5	0.1	-1.1	-5	0.2	-0.2	-1	0
CCc1nc2c(OCC3COc4ccccc4O3)cccn2c1N(C)C(=O)c1ccc(OC)cc1 (stereo not given)	0.5	-0.7	-2	-1.1	-0.7	-1.1	8	0.0	x	4	-1
O=C(N/N=C/c1cccc(O)c1)c1ccc(COc2ccc3c(c2)CCC3)o1	0.5	8.3	5	0.6	0.3	-0.3	6	0.0	1.4	0	8
CSc1ncccc1C(=O)Nc1ncc(C)s1	-0.7	2.4	0	-0.5	-0.1	-0.6	-2	-0.2	-0.9	3	4
O=S(=O)(c1ccc(Cl)c(NC(=S)Nc2ccccc2N2CCOCC2)c1)N1CCOCC1	-0.4	-2.1	1	-0.6	0.3	-1.0	3	-1.1	0.6	1	0
COc1ccc(-c2c(C(=O)c3ccc(Br)cc3)[nH]c(N)c2C(=O)c2ccccc2)cc1OC	-1.1	-4.0	-5	-2.0	x	-1.0	-4	1.5	x	-11	-12
N#Cc1cc2c(=O)n3ccccc3nc2n(CCCN2CCOCC2)c1=O	0.1	0.3	7	-0.5	-2.7	-1.0	i	-1.9	0.8	6	i
Cc1noc(C)c1S(=O)(=O)Nc1ccc2c(c1)C(=O)N([C@H](C)CO)C[C@H](C)[C@@H](CN(C)C(=O)Nc1ccc3c(c1)OCO3)O2	-0.1	-1.0	-1	-0.7	2.5	-1.6	-1	-1.7	0.1	2	3
CC1=NN=C(c2ccccc2)C(c2c[nH]c3ccccc23)N1O (stereo not given)	-0.1	-0.8	1	3.0	-0.3	0.3	1	-4.2	-0.6	-9	-7
Cn1cccc1C(=O)N1CCN(S(=O)(=O)c2ccc(Cl)s2)CC1	-1.4	-4.5	-3	-0.8	x	-1.3	0	x	x	-2	-3
CCOc1cc(C(=O)Nc2cnccn2)cc(OCC)c1OCC	-1.8	-0.1	0	-0.1	-4.5	-1.8	-1	-1.6	-1.3	1	0
CCN(CC)S(=O)(=O)c1ccc(N2CCOCC2)c(NC(=O)c2cc(Cl)c3c(c2)OCO3)c1	0.2	-0.9	-4	-2.3	-1.5	-1.2	0	-2.1	0.2	14	-9
COc1ccc(C[C@@H]2CN3C(=NC[C@@H]3C)N2C[C@H](C)NC(=O)c2ccc(C)c(Br)c2)cc1	0.1	-0.3	0	-0.5	-3.5	-1.5	-5	1.2	-0.4	-1	-7
COC(=O)C1CCN(C(=O)CN2C(=O)NC(CCc3ccccc3)C2=O)CC1 (stereo not given)	-0.9	1.1	-1	-1.3	3.1	-0.7	-4	-1.0	-1.0	2	3
Cc1cc(C(=O)NNC(=O)c2ccc(C)c([N+](=O)[O-])c2)c(C)o1	3.0	1.3	5	-3.1	-0.2	-1.5	-6	-1.6	0.8	3	2
CC(=O)c1cn(C2OC(CO)C3OC(C)(C)OC32)c(=O)n(C)c1=O (stereo not given)	-0.1	-0.6	3	0.5	0.6	-1.4	-2	-1.2	x	-4	10
Cc1ccc(NC(=O)NC(=O)N(c2ccccc2)S(C)(=O)=O)cc1	0.5	6.0	1	1.4	4.5	0.8	-5	-0.3	1.9	2	-7
